Compound activity: PubChem BioAssay, several laboratories
RORA act = activators of human nuclear receptor RORA; CHO-K1 Gal4-RORA LBD luciferase reporter, luminescence; percent increase over mock-subtracted basal signal; 65,000 tested, 1.5% active; AID 560; activation, % at 10 µM;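 active means activation above the mean of all tested compounds plus 3 SD, cut at about 49% in these data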;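 further: 0% = DMSO-treated RORA cells and 100% = added signal equal to DMSO minus mock-transfected cells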
TNAP act mid DEA = human TNAP activation, intermediate phosphate acceptor. activation factor at 20 µM. purified TNAP, CDP-star luminescence, 100 mM DEA, 30 min; hits give high values; scale: 0 levamisole-inhibited, 1 vehicle-only enzyme. P05186. AID 813. 64,000 tested, under 10 active;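 active means activation factor of at least 2 at 20 µM, relative to controls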
Fluor 339 460 = intrinsic fluorescence of library compounds, ex339/em460 – biochemical, MLSMR library, data from DPM-DC assay, artefact control, profiling panel; compound autofluorescence, ex339/em460 nm, NADH buffer; hits give high values; 1 = no-compound wells, NADH background; 65,000 tested, 5.5% active; fluorescence fold increase at 10 µM; AID 709;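 active means at 10 µM, mean starting fluorescence two-fold or more over control wells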;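 further: signal is the first read of a kinetic run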
5-HT1A blocker = 5-HT1a (human) receptor antagonism | P08908 | CHO 5-HT1a Ga15 NFAT-bla reporter, antagonist mode | inhibition, % at 10 µM | 62,000 tested, 0.68% active | AID 612;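 active means inhibition above the mean of all tested compounds plus 3 SD, cut at about 43% in these data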;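 further: receptor stimulated by 5-CT agonist at 100 nM near EC80; beta-lactamase reporter measured by ratiometric fluorescence of a cleavable substrate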
Target sequence (P08908 whole entry, looked up): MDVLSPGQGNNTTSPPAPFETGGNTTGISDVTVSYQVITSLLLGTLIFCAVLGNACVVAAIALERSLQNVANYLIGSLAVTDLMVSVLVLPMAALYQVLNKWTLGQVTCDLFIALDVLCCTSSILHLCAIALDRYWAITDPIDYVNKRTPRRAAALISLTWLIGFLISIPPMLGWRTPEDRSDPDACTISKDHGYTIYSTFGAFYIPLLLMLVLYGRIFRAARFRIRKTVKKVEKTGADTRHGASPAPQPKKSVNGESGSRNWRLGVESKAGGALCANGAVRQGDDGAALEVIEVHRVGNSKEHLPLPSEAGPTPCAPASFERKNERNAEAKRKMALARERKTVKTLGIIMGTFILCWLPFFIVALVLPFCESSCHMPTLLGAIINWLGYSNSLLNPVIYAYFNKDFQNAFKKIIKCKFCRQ
NADH coupling = inhibitors of enzymes used to reach an NAD/NADH endpoint; coupled PK/LDH NADH assays, four targets; 65,000 tested, 0.02% active; IC50, µM (titrated, usually from 10 µM), without a hit: at the top dose inhibition;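 active means single-dose screening hits from any of four coupled enzyme assays that gave an IC50 when retested across doses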;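 further: the DPM-DC format reads NADH fluorescence rather than 340 nm absorbance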
A340 absorber = absorbance at 340 nm. 65,000 tested, under 10 active. fold change at 10 µM. compound absorbance at 340 nm, fold over control;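 active means at 10 µM dose, initial 340 nm absorbance at least 2 fold that of control wells; inactive means change under 2 fold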;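 further: initial absorbance extrapolated from kinetic A340 decline of NADH oxidation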
HTR1A agonist = agonists of human 5-HT1a serotonin receptor; P08908; CHO 5-HT1a Ga15 NFAT-bla reporter, FRET ratio; 0% basal, 100% maximal reference agonist; activation, % at 10 µM; 65,000 tested, 0.56% active; AID 567;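 active means activation above the screen-wide mean activation plus 3 SD, cut at about 19% in these data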;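 further: 0% = DMSO wells and 100% = 5-CT at EC100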
MMP-13 inhibitor = inhibitors of human MMP13. P45452. MMP-13 fTHP FRET cleavage, Mca fluorescence. inhibition, % at 4 µM. 65,000 tested, 0.07% active. AID 570;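 active means inhibition above the mean of compound-free control plate wells plus 3 SD, cut at about 14% in these data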;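 further: 0% = DMSO wells and 100% = wells with reference MMP-13 inhibitor after basal subtraction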
SF-1 act = activates the human nuclear receptor SF-1; CHO-K1 Gal4-SF-1 LBD luciferase reporter; % increase over DMSO SF-1-specific signal; activation, % at 10 µM; 65,000 tested, 1.9% active;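 active means activation above the mean activation of all tested compounds plus 3 SD, cut at about 50% in these data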
Target sequence (Q13285 whole entry, looked up, the tested form may be a part): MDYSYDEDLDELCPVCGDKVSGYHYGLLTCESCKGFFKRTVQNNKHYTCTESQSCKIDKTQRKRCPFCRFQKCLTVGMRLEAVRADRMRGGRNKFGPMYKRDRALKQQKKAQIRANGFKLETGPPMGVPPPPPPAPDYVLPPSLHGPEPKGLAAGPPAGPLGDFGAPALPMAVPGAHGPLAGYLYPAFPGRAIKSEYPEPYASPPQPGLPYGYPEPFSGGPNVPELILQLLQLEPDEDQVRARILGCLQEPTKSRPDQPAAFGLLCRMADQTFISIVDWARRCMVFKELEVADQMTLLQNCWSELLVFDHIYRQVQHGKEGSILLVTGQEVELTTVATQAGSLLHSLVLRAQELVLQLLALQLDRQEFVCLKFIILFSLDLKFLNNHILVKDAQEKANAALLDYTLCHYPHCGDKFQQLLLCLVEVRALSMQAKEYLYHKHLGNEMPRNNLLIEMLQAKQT
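Assay system: CHO-K1 cells co-transfected with Gal4 DBD–human SF-1 LBD, 5xGal4 luciferase reporter; doses: 10 µM only; incubation: 20 h compound exposure at 37 °C after 1 h cell settling; signal: luciferase light emission; evaluation: percent activation versus DMSO; repeats: one test per compound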
An asterisk follows results filed as active; [ ] = dose if it differs, or a comment.

How did Cc1cc2cc3c(cc2nc1SCC(=O)N1CCN(C(=O)c2ccco2)CC1)OCO3 do in these assays?
RORA act: 7; TNAP act mid DEA: 1; Fluor 339 460: 1.1; 5-HT1A blocker: 12; NADH coupling: 11%; A340 absorber: 1.1; HTR1A agonist: -0.3; MMP-13 inhibitor: -7; SF-1 act: -11

What do the screens show for `CCOC(=O)c1nnn(CC(=O)Nc2cccc(F)c2)c1C(=O)OCC`?
RORA act: -12; TNAP act mid DEA: 0.8; Fluor 339 460: 1; 5-HT1A blocker: 4; NADH coupling: 4%; A340 absorber: 0.99; HTR1A agonist: -0.8; MMP-13 inhibitor: 0; SF-1 act: 2

How did CC(O)C(=O)NCCOCCOCCNC(=O)C(C)O (configuration not stated) do in these assays?
RORA act: -1; TNAP act mid DEA: 0.9; Fluor 339 460: 1.1; 5-HT1A blocker: 3; NADH coupling: 7%; A340 absorber: 0.98; HTR1A agonist: -2.9; MMP-13 inhibitor: -4; SF-1 act: 0

What do the screens show for `S=C1SCN(CCN2CCOCC2)CN1Cc1ccccc1`?
RORA act: -16; TNAP act mid DEA: 0.9; Fluor 339 460: 0.81; 5-HT1A blocker: -2; NADH coupling: 10%; A340 absorber: 1; HTR1A agonist: -0.4; MMP-13 inhibitor: -4; SF-1 act: -16

What do the screens show for `Cc1ccc(CCNC(=O)CN2CCN(Cc3ccccc3F)C2=O)cc1`?
RORA act: -14; TNAP act mid DEA: 0.9; Fluor 339 460: 1.1; 5-HT1A blocker: 1; NADH coupling: 3%; A340 absorber: 1.1; HTR1A agonist: -1.9; MMP-13 inhibitor: 2; SF-1 act: -3

What do the screens show for `Cc1ccc(N2C(=O)c3oc4ccccc4c(=O)c3C2c2cccnc2)nc1` (configuration not stated)?
RORA act: 9; TNAP act mid DEA: 0.9; Fluor 339 460: 1.1; 5-HT1A blocker: -7; NADH coupling: 5%; A340 absorber: 1.1; HTR1A agonist: -0.5; MMP-13 inhibitor: -3; SF-1 act: 2

Results for Cc1nc2ccccc2c2c1C(=O)N(CCC1=CCCCC1)C2=O ?
RORA act: -4; TNAP act mid DEA: 0.9; Fluor 339 460: 1.1; 5-HT1A blocker: 8; NADH coupling: 12%; A340 absorber: 0.99; HTR1A agonist: 1.2; MMP-13 inhibitor: 1; SF-1 act: -5

What do the screens show for `O=C(CN1CCOc2ccccc21)NCc1ccco1`?
RORA act: 0; TNAP act mid DEA: 0.9; Fluor 339 460: 1; 5-HT1A blocker: 3; NADH coupling: 1%; A340 absorber: 1; HTR1A agonist: 1.6; MMP-13 inhibitor: 7; SF-1 act: -32

Results for CSc1nc2c(c(=O)n1-c1ccc(C)cc1)SCC2 ?
RORA act: -9; TNAP act mid DEA: 0.9; Fluor 339 460: 1.1; 5-HT1A blocker: 4; NADH coupling: 4%; A340 absorber: 1.1; HTR1A agonist: -0.9; MMP-13 inhibitor: 3; SF-1 act: 3

How did O=C(COC(=O)c1cccs1)c1ccccc1 do in these assays?
RORA act: 33; TNAP act mid DEA: 1; Fluor 339 460: 1.1; 5-HT1A blocker: -8; NADH coupling: 6%; A340 absorber: 1; HTR1A agonist: -1.2; MMP-13 inhibitor: 1; SF-1 act: 37

Results for O=C(NC12CC3CC(CC(C3)C1)C2)N1CCN(S(=O)(=O)c2ccc(Cl)cc2)CC1 ?
RORA act: -6; TNAP act mid DEA: 0.8; Fluor 339 460: 1.1; 5-HT1A blocker: -3; NADH coupling: 3%; A340 absorber: 1; HTR1A agonist: 0.9; MMP-13 inhibitor: 0; SF-1 act: -10

How did CCOC(=O)c1c(-c2ccco2)csc1N do in these assays?
RORA act: -16; TNAP act mid DEA: 1; Fluor 339 460: 1.1; 5-HT1A blocker: -2; NADH coupling: 9%; A340 absorber: 1; HTR1A agonist: -1.7; MMP-13 inhibitor: -4; SF-1 act: 9

Results for COc1ccc(CCC(=O)N2CCN(C3CCCCC3)CC2)cc1 ?
RORA act: -13; TNAP act mid DEA: 0.9; Fluor 339 460: 1.1; 5-HT1A blocker: 15; NADH coupling: 8%; A340 absorber: 1; HTR1A agonist: -3.6; MMP-13 inhibitor: 3; SF-1 act: -7

Results for CN1CCN(CCCC(=O)c2ccc(F)cc2)CC1 ?
RORA act: -26; TNAP act mid DEA: 0.9; Fluor 339 460: 1.1; 5-HT1A blocker: -1; NADH coupling: 3%; A340 absorber: 0.98; HTR1A agonist: -0.4; MMP-13 inhibitor: -3; SF-1 act: 23

What do the screens show for `CCN(CC)C(=O)CSc1nsc(SCC(=O)N(CC)CC)c1C#N`?
RORA act: -6; TNAP act mid DEA: 0.9; Fluor 339 460: 1.1; 5-HT1A blocker: -9; NADH coupling: 3%; A340 absorber: 1; HTR1A agonist: 1.5; MMP-13 inhibitor: 3; SF-1 act: 4

What do the screens show for `Cc1cc(C)c(NC2=CC(=O)CC(C)(C)C2)c(C#N)c1`?
RORA act: -17; TNAP act mid DEA: 1; Fluor 339 460: 1.1; 5-HT1A blocker: 9; NADH coupling: 4%; A340 absorber: 1.1; HTR1A agonist: -4.7; MMP-13 inhibitor: 8; SF-1 act: 16

How did Cc1cc(C(=O)CSc2nnnn2C)c(C)n1-c1cccc(F)c1 do in these assays?
RORA act: 16; TNAP act mid DEA: 0.9; Fluor 339 460: 0.87; 5-HT1A blocker: -13; NADH coupling: 12%; A340 absorber: 1; HTR1A agonist: -1.0; MMP-13 inhibitor: 1; SF-1 act: 53*

What do the screens show for `CCCN(CCO)Cc1cccc(Cl)c1`?
RORA act: -13; TNAP act mid DEA: 0.9; Fluor 339 460: 1.1; 5-HT1A blocker: -4; NADH coupling: 14%; A340 absorber: 1.1; HTR1A agonist: -0.6; MMP-13 inhibitor: 1; SF-1 act: 10

How did CCn1c(SCC(=O)N(C(C)C)C(C)C)nnc1-c1cc2ccccc2cc1O do in these assays?
RORA act: -8; TNAP act mid DEA: 0.9; Fluor 339 460: 1.2; 5-HT1A blocker: -17; NADH coupling: 5%; A340 absorber: 1; HTR1A agonist: 0.3; MMP-13 inhibitor: -4; SF-1 act: 1

What do the screens show for `Cn1c(=O)c2c(SCC(=O)NCC3CCCO3)nc(-c3cccs3)nc2n(C)c1=O` (configuration not stated)?
RORA act: -3; TNAP act mid DEA: 0.9; Fluor 339 460: 2.2*; 5-HT1A blocker: 5; NADH coupling: 3%[fluoresces]; A340 absorber: 1.2; HTR1A agonist: -0.4; MMP-13 inhibitor: 4; SF-1 act: -5

Results for O=c1cc(CSc2ccccn2)[nH]c(=O)[nH]1 ?
RORA act: -4; TNAP act mid DEA: 0.9; Fluor 339 460: 1; 5-HT1A blocker: -5; NADH coupling: 6%; A340 absorber: 1; HTR1A agonist: 0.1; MMP-13 inhibitor: 1; SF-1 act: -13

What do the screens show for `O=CN1Cc2[nH]c3ccccc3c2N(c2ccc(Cl)cc2)C1=O`?
RORA act: -9; TNAP act mid DEA: 0.9; Fluor 339 460: 1.1; 5-HT1A blocker: -2; NADH coupling: 4%; A340 absorber: 1.1; HTR1A agonist: -3.4; MMP-13 inhibitor: -3; SF-1 act: 0

How did O=C(Nc1ccc(F)cc1F)N1CCN(c2ncccn2)CC1 do in these assays?
RORA act: -19; TNAP act mid DEA: 0.9; Fluor 339 460: 1.1; 5-HT1A blocker: 0; NADH coupling: 1%; A340 absorber: 1; HTR1A agonist: -1.7; MMP-13 inhibitor: -2; SF-1 act: 16

Results for CC(=O)c1c(OCC(=O)O)ccc2c(C)cc(=O)oc12 ?
RORA act: 2; TNAP act mid DEA: 0.9; Fluor 339 460: 1.3; NADH coupling: 4%; A340 absorber: 1; HTR1A agonist: -1.1; MMP-13 inhibitor: -11; SF-1 act: -7

Results for CC(C)C1=C2CCCCC2NC(=O)N1 (configuration not stated) ?
RORA act: 4; TNAP act mid DEA: 1; Fluor 339 460: 1.1; 5-HT1A blocker: -5; NADH coupling: 5%; A340 absorber: 1; HTR1A agonist: -2.2; MMP-13 inhibitor: -1; SF-1 act: -10

How did Cc1nn(C(=O)c2ccco2)c(C)c1CN1C(=O)c2ccccc2C1=O do in these assays?
RORA act: -5; TNAP act mid DEA: 0.9; Fluor 339 460: 1.1; 5-HT1A blocker: 6; NADH coupling: 5%; A340 absorber: 1; HTR1A agonist: -1.1; MMP-13 inhibitor: 2; SF-1 act: 0

What do the screens show for `COc1ccc(S(=O)(=O)c2c(N)n(Cc3ccco3)c3nc4ccccc4nc23)cc1`?
RORA act: -17; TNAP act mid DEA: 0.8; Fluor 339 460: 3.8*; 5-HT1A blocker: 5; NADH coupling: 14%[fluoresces]; A340 absorber: 1.1; HTR1A agonist: 1.8; MMP-13 inhibitor: -195[fluorescence artefact?]; SF-1 act: -15

Results for O=C(Cn1nnc(-c2ccc(CN3CCOCC3)cc2)n1)N1CCCc2ccccc21 ?
RORA act: 4; TNAP act mid DEA: 0.9; Fluor 339 460: 1.1; 5-HT1A blocker: -8; NADH coupling: 7%; A340 absorber: 1; HTR1A agonist: -1.5; MMP-13 inhibitor: -2; SF-1 act: -9

How did COc1ccc(C)cc1NC(=O)C1CCCCC1C(=O)O (configuration not stated) do in these assays?
RORA act: -19; TNAP act mid DEA: 0.9; Fluor 339 460: 1.1; 5-HT1A blocker: -14; NADH coupling: 4%; A340 absorber: 1; HTR1A agonist: -1.3; MMP-13 inhibitor: 3; SF-1 act: 13

How did S=c1[nH]ncn1/N=C/c1ccc(Br)cc1 do in these assays?
RORA act: -10; TNAP act mid DEA: 0.9; Fluor 339 460: 1.1; 5-HT1A blocker: 3; NADH coupling: 2%; A340 absorber: 1.1; HTR1A agonist: -4.3; MMP-13 inhibitor: 5; SF-1 act: -9

The closing two entries of the section before are carried over, then new ones follow.
How did COc1ccc(C)cc1NC(=O)C1CCCCC1C(=O)O (configuration not stated) do in these assays?
RORA act: -19; TNAP act mid DEA: 0.9; Fluor 339 460: 1.1; 5-HT1A blocker: -14; NADH coupling: 4%; A340 absorber: 1; HTR1A agonist: -1.3; MMP-13 inhibitor: 3; SF-1 act: 13

How did S=c1[nH]ncn1/N=C/c1ccc(Br)cc1 do in these assays?
RORA act: -10; TNAP act mid DEA: 0.9; Fluor 339 460: 1.1; 5-HT1A blocker: 3; NADH coupling: 2%; A340 absorber: 1.1; HTR1A agonist: -4.3; MMP-13 inhibitor: 5; SF-1 act: -9

How did CC1(O)c2ccccc2C(=O)N1Cc1ccccc1 (configuration not stated) do in these assays?
RORA act: -9; TNAP act mid DEA: 0.9; Fluor 339 460: 1.1; 5-HT1A blocker: 9; NADH coupling: 6%; A340 absorber: 1; HTR1A agonist: 1.0; MMP-13 inhibitor: -11; SF-1 act: 0

Results for Cc1ccc(CN2C(=O)CCC2C(=O)NCCCN2CCC(C)CC2)cc1 (configuration not stated) ?
RORA act: 0; TNAP act mid DEA: 0.9; Fluor 339 460: 1; 5-HT1A blocker: 5; NADH coupling: 3%; A340 absorber: 0.97; HTR1A agonist: -2.1; MMP-13 inhibitor: -4; SF-1 act: 11

How did CC(C)CCOc1cccc(C2c3c(oc4ccccc4c3=O)C(=O)N2CCCN2CCOCC2)c1 (configuration not stated) do in these assays?
RORA act: -6; TNAP act mid DEA: 0.9; Fluor 339 460: 1.1; 5-HT1A blocker: -3; NADH coupling: 2%; A340 absorber: 1.1; HTR1A agonist: -1.3; MMP-13 inhibitor: -3; SF-1 act: 1

What do the screens show for `O=C(c1ccc(S(=O)(=O)N2CCOCC2)cc1)N1CCN(c2ccc(F)cc2)CC1`?
RORA act: -4; TNAP act mid DEA: 0.9; Fluor 339 460: 1.2; 5-HT1A blocker: -9; NADH coupling: 10%; A340 absorber: 1.1; HTR1A agonist: 0.8; MMP-13 inhibitor: -1; SF-1 act: 12
